EPAC1 ag: activates human EPAC1 exchange factor. O95398. EPAC1 agonist qHTS, biochemical assay; response scale: 100% = response to 6.5 mM cAMP. Potency, µM (series often up to 154 µM), for inactives: at the highest dose activation, actives largely listed as activators. 360,000 compounds, 0.073% hits. AID 720707; also: potency is read from the fitted curve at half-maximal effect; nearly all actives have a fitted effect of over 60% in size
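Read-out is the fluorescence drop as BODIPY-GDP leaves Rap1B (480 nm excitation, 540 nm emission), recorded every 5 minutes over 30 minutes. Reactions held 100 nM EPAC1, 250 nM Rap1B–BODIPY-GDP and 50 uM GDP, with 6.5 mM cAMP setting full activation.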
PI5P4Ka inh: blocks human PI5P4K alpha kinase activity; P48426; PI5P4Kalpha enzyme, ADP-Glo luminescence, 60 min; active compounds read low; max response, %; 330,000 compounds, 1.2% hits; active = max response of -50% or lower; inconclusive = between -30% and -50%; inactive = -30% or higher; also: value at the top dose of about 77 µM; % is scaled to controls: 0 for no effect and ±100 for the full control effect
Target sequence (P48426 whole entry, looked up): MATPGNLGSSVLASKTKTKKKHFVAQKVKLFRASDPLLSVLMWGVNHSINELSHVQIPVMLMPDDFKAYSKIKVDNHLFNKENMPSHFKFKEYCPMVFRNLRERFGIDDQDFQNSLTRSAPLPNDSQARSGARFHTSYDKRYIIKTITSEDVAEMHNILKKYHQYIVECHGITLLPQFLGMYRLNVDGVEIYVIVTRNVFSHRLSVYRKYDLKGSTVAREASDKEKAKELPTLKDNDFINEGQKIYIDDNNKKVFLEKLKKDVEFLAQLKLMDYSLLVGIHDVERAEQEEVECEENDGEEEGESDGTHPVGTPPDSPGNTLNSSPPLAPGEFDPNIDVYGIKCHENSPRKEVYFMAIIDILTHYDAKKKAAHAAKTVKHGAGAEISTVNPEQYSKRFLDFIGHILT
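Human PI5P4Kalpha with substrate in 0.038 M HEPES pH 7.4, 0.28 mM EGTA, 0.1% CHAPS, 5% DMSO; reaction started with 5 microM ATP (final), 60 min at room temperature. ADP formed read by ADP-Glo luminescence.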
EPAC1 antag: antagonists of human EPAC1 | Potency, µM (titrated, usually from 115 µM), for inactives: at the highest dose activity change, negative = inhibition, usual class: inhibitors | O95398 | EPAC1 GEF assay, Rap1b-BODIPY-GDP exchange fluorescence | 360,000 compounds, 0.14% hits;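 also: potency is read from the fitted curve at half-maximal effect; plate controls were vehicle for no effect and positive control for full effect; nearly all actives have a fitted effect of over 50% in size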
IL2 activator: activators of IL-2; IL-2 activation reporter assay, cell-based qHTS; stimulated with anti-CD3/CD4/CD28 beads; in transgenic mouse T cells; activation, % (series mostly up to about 46 µM); 360,000 compounds, 0.065% hits; AID 652025; in the data active = activation above about 50%; inconclusive = mostly about 30% to 49%; also: 0% is about no effect
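First, unstimulated transgenic mouse T cells were exposed to compound for 60 min. Next, anti-CD3/anti-CD4-coated beads with anti-CD28 were added. Finally, after 18 h at 37 degrees C, EGFP and DsRed were imaged.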
WRN helicase inh: WRN helicase (human) inhibition; WRN helicase unwinding, fluorescent forked duplex, kinetic; Potency, µM (titrated, usually from 114 µM), for the others: top-dose activity change, negative = inhibition, most hits filed as inhibitors; 360,000 compounds, 0.46% hits; AID 651768; also: potency is read from the fitted curve at half-maximal effect; % is scaled to controls: 0 for no effect and ±100 for the full control effect; nearly all actives have a fitted effect of over 55% in size
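Primary qHTS, 1536-well format. 20 nM WRN + compound, 15 min RT; start with 100 nM forked fluorophore/quencher duplex, 2 mM ATP (final); kinetic read ex 525/em 598 nm.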
Abeta rescue: restores growth of yeast expressing A-beta42 peptide; AID 1347071; 410,000 compounds, 0.063% hits; yeast expressing A-beta42, growth rescue, OD600, 48 h; response scale: 0% DMSO, 100% iron-clioquinol control; Potency, µM (series often up to 46.1 µM), without a hit: at the highest dose growth rescue, hits mostly activators; also: potency is read from the fitted curve at half-maximal effect; nearly all actives have a fitted effect of over 55% in size
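Yeast A-beta toxicity model in growth medium with pinned compounds, 48 h at 30 C; growth read as absorbance at 600 nm. Normalized to FeCl3/clioquinol equimolar mix (positive) and DMSO (negative).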
PLK1 PBD block: inhibitors of human PLK1 polo-box domain binding | Potency, µM, inactives show max response, negative = inhibition, hits mostly inhibitors | 360,000 compounds, 2.8% hits | Plk1 PBD binding of FITC phosphopeptide, fluorescence polarization | P53350; also: potency is read from the fitted curve at half-maximal effect; series mostly up to about 57 µM; % is scaled to controls: 0 for no effect and ±100 for the full control effect; nearly all actives have a fitted effect of over 65% in size
Target sequence (P53350 whole entry, looked up, the tested form may be a part): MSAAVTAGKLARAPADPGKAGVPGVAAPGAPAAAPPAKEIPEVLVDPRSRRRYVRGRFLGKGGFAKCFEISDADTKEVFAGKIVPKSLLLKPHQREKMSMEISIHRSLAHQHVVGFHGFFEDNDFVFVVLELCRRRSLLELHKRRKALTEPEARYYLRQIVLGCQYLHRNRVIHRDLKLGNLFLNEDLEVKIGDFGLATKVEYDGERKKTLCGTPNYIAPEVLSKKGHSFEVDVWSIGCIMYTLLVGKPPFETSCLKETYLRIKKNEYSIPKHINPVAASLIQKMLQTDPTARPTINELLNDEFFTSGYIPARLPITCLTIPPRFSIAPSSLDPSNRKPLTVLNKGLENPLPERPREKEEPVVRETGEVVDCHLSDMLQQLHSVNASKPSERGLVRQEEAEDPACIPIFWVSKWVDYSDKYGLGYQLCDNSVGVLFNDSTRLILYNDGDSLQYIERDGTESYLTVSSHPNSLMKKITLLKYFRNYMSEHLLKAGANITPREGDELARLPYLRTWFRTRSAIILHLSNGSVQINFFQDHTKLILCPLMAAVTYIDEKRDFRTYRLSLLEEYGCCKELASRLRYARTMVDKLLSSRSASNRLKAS
FUS suppressor: rescues growth of FUS-expressing yeast; Potency, µM (doses to about 76.6 µM), for inactives: at the highest dose growth rescue (activation), most hits filed as activators; AID 1347120; S. cerevisiae FUS-expressing, growth rescue, OD600, 24 h; 390,000 compounds, 0.24% hits;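 also: potency is read from the fitted curve at half-maximal effect; plate controls were DMSO vehicle for no effect and reference control for full effect; nearly all actives have a fitted effect of over 55% in size; some results filed as inactive show a strong effect at the top dose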
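Galactose (2%) drives FUS expression in yeast precultured in raffinose; seeding density OD 0.005. Test compounds incubated 24hr at 30C and 99% humidity before absorbance at 600 nm was measured.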
Numbers without * were called inactive; ? = inconclusive; . = not tested or not shown; & = joins results of further samples; [ ] = another dose, or the depositor's remark. Unless noted, calls follow the shape of the dose curve; as a rule, active = well fitted curve in the direction sought with a large enough effect; inconclusive = small, poorly fitted or top-dose-only effect, or another doubt; inactive = no such curve, though single readings can be large; an effect the other way counts as inactive or inconclusive. Hits appear at their usual frequency, and some 4.1% of all compounds hit somewhere here.

molecule	EPAC1 ag	PI5P4Ka inh	EPAC1 antag	IL2 activator	WRN helicase inh	Abeta rescue	PLK1 PBD block	FUS suppressor
COc1ccc(S(=O)(=O)N2CCCC2CNC(=O)C(=O)NCCc2ccccc2)cc1 (stereo not given)	8%	1	-12%	-1.2	6%	-13%	-13%	26%
COc1ccccc1OCCn1nc2ccccc2c1OC	-5%	-1	6%	-0.1	4%	7%	-4%	-8%
O=C(O)c1ccc(Cl)c(NC(=S)NC(=O)c2cccc(COc3ccccc3)c2)c1	-6%	8	-22%	-0.4	-15%[11.6 µM]	9%	?	14%
Cc1nc(NC(=O)c2cccnc2Cl)sc1C	3%	-1	-3%	-0.5	-5%	4%	0%	1%
COc1nnc(-c2ccc(N3CCCCC3)c(N)c2)c2ccccc12	16%	-1	-16%	-2.1	-11%	-66%[inhibitor]	0%	37%
Cc1sc(NC(=S)NC(=O)CCc2ccccc2)c(C(N)=O)c1C	7%	-3	-6%	-1.1	0%	0%	-11%	.
Cc1ccc2c(CN(C)Cc3cccc(F)c3)cc(=O)oc2c1C	22%	3	6%	-4.4	-4%	7%	-12%	6%
CCOC(=O)c1ccc(Nc2nc(C(=O)OCC)nc3ccccc23)cc1	-6%	2	-7%	-1.1	-14%	-2%&3%	2%	30%&21%
CC(=O)NC1CCC(=O)C=C1c1ccccc1 (stereo not given)	-1%	0	-3%	-4.6	7%	7%	-9%	.
O=S(=O)(NCc1ccccc1)c1ccc(S(=O)(=O)N2CCCCC2)cc1	-1%	.	-5%	-2.0	-2%	-11%	-5%	16%
CC(=O)N1CCN(c2ccc(NCc3cccs3)cc2)CC1	8%	7	-10%	0.8	-6%	-12%	?	32%
COc1ccccc1-c1nnc(SC(C)C(=O)N2CCOCC2)o1 (stereo not given)	-11%	-4	-3%	2.7	0%	0%	2%	2%
C=CCN1C(=O)C(C)NC1=S (stereo not given)	-2%	1	4%	-0.8	7%	3%	-15%	-7%
CCOC(=O)COc1ccccc1C(=O)c1cnn(-c2ccccc2)c1	-10%	-3	-10%	-0.4	-11%	0%	-6%	0%
Cc1cccc(NC(=O)Cn2c(=O)n(Cc3ccccc3)c(=O)c3c(C)c(C)sc32)c1	-6%	1	-6%	0.3	5%	2%	3%	.
Cc1cc(C(=O)CC#N)c(C)n1CC(F)(F)F	-6%	-3	3%	-2.1	2%	-1%	-1%	-17%
Cc1ccc(C)c(N2CCN(C(=O)c3cc(S(=O)(=O)N4CCOCC4)ccc3F)CC2)c1	16%	4	-1%	5.6	-22%	-22%	4%	?
COC(=O)[C@]12CCCCC=C1N(Cc1ccco1)C(=O)[C@H](CC(=O)NCCCN1CCCC1=O)C2	12%	-1	1%	1.6	9%	3%	-8%	3%
O=C(N/N=C/c1sc(=O)n(-c2ccccc2)c1Cl)c1ccccc1	3%	-9	31%[activator]	-0.3	-3%	4%	7%	7%
CCOC(=O)CC(=O)Nc1ccc(C)cc1	5%	-5	-15%	2.0	-9%	2%	-10%	-3%
COC(CN(C(=O)CCl)C(C(=O)NC1CCCC(C)C1C)c1ccc(C)cc1)OC (stereo not given)	3%	0	-1%	0.3	4%	23%	-6%	38%
O=C(Nc1ccc2nccnc2c1)Nc1ccccc1Cl	5%	-7	-21%	-0.6	-24%	-19%	24µM*	7%
CCC(=O)Nc1c(C(=O)N2CCCCCC2)cnn1-c1ccc(C)c(C)c1	5%	.	10%	-2.3	0%	?	-4%	-18%
O=C(C1=C[C@@H](C2CCCCC2)C[C@@H](OCc2ccc(CO)cc2)O1)N1CCOCC1	-17%	1	17%	0.5	-3%	0%	-5%	-7%
Cc1cc(C)c(S(=O)(=O)N(C)CC(=O)NCC2CCCO2)c(C)c1 (stereo not given)	7%	-10	-14%	-0.8	4%	0%	1%	-17%
O=c1c(C=Nc2ccc(Oc3ccccc3)cc2)c[nH]n1-c1cccc(Cl)n1	-3%	0	-2%	-2.0	5%	2%	1%	-8%
O=C(NCCc1ccccn1)c1nc(Cn2cc([N+](=O)[O-])cn2)no1	6%	-5	4%	1.3	-9%	-1%	7%	5%
C=CCN1C(=O)C(C)(C)N(C(C)=O)c2ccccc21	-9%	0	-5%	0.4	11%	0%	-16%	-26%
CNC(=S)NNC(=O)c1sc(-c2cc(C)on2)nc1C	3%	?	-10%	-5.5	-9%	18%	2%	14%
COC(=O)c1ccc(C(=O)N2CCCC(N3CCN(c4ccccc4)CC3)C2)nc1 (stereo not given)	-12%	-1	5%	-3.2	0%	-9%	2%	9%
CC/C(=N\NC(=O)c1c(C)nc2ccccn12)c1ccc(Cl)cc1	3%	1	8%	-0.8	7%	-11%	-2%	22%
CCc1nnc(NC(=O)CN2CCN(Cc3ccc(F)cc3)CC2)s1	2%	-10	3%	-0.5	-7%	14%	-5%	-3%
CC(C)C[C@@H]1CN=C(N)N1C[C@@H]1CCCN1C[C@@H](C(C)C)N1C[C@@H](Cc2ccccc2)N(CCCC2CCCC2)C1=N	-5%	3	-3%	-0.8	1%	-33%[inhibitor]	-10%	7%
O=C(Cc1ccccc1F)NNC(=O)c1ccncc1	3%	-2	3%	-1.2	6%	7%	-18%	-13%
CC(C)c1cc(C(=O)N2CCCC(N3CCN(c4ccccc4F)CC3)C2)nc(N)n1 (stereo not given)	1%	11	-9%	-1.1	-8%	5%	-12%	7%
COc1cccc(-c2nnc(NC(=O)C(C)C)o2)c1	6%	7	8%	-0.6	-2%	7%	-15%	-27%
COc1ccc(Cl)cc1NC(=O)NCCN1CCCCC1	-4%	1	4%	-3.0	-3%[57.1 µM]	-1%	10%	-4%
COc1ccccc1C(=O)NCCC(=O)N1CCN(c2cccc(C(F)(F)F)c2)CC1	0%	11	5%	-1.8	1%	24%	0%	35%
CN(C)S(=O)(=O)c1cccc(NC(=O)COC(=O)c2ccc3c(c2)OCO3)c1	-7%	2	4%	0.0	-12%	-11%	0%	18%
CN(Cc1ccccc1)C(=O)CNC(=O)C12CC3CC(CC(C3)C1)C2	-1%	-1	-6%	0.4	0%	-1%	-5%	16%
COc1ccc(F)cc1CN1CCN(CC(=O)N2CCc3ccccc32)CC1	-5%	-12	3%	-0.3	0%	-1%	3%	-2%
Fc1ccc(N=C2NN=C(c3cc(F)ccc3F)CS2)cc1	-1%	-13	-9%	-5.2	-6%	15%	?	34%
Cc1cc2nc(Sc3c([N+](=O)[O-])nc(C)n3Cc3ccccc3)[nH]c2cc1C	-4%	-8	-5%	-2.7	-13%	-12%	-16%	12%
O=C(NC1CCCC1)C(c1ccccc1)n1c(CSCCOc2ccccc2)nc2ccccc21 (stereo not given)	-3%	1	5%	-1.0	-6%	-1%	-3%	13%
CC(=O)NC(Cc1ccccc1F)C(=O)NC1CCN(C(=O)Nc2ccc(C)cc2)CC1 (stereo not given)	-13%	3	-8%	0.0	2%	-2%	0%	9%
O=C(Cc1ccccc1Cl)Nc1cccnc1	7%	1	9%	-0.3	-1%	-8%	0%	-4%
COC(=O)c1ccccc1N(C)S(=O)(=O)c1cc2c3c(c1)CCC(=O)N3CCC2	6%	-4	-14%	-0.8	-1%	1%	-12%	21%
CSc1nc(NCC(C)O)c2c3c(sc2n1)CN(C)CC3 (stereo not given)	1%	4	-8%	-0.1	-6%	-11%	-13%	-11%
CC1(C)OC(=O)C2=C(C[C@@H](CCc3ccccc3)O[C@@H]2c2ccc(F)cc2)O1	-2%	13	3%	-0.8	-6%	-29%	-5%	24%
O=C(NCCC1=CCCCC1)C1CCCN(S(=O)(=O)c2cccnc2)C1 (stereo not given)	-2%	-3	-10%	-4.9	5%	-9%	-9%	3%
O=C(NCCc1ccccc1)c1ccc(NC(=O)C2CCCCC2)cc1	-8%	0	-4%	0.5	-5%	1%	-8%	-12%
Nc1c2c(nc3sc4c(c13)CCCC4)-c1ccccc1CC2	14%	-2	?	-0.3	-11%	-1%	-10%	8%
CCCCC[C@H](C)N1C[C@@H](COCc2ccccc2)Oc2cc(N3CCC[C@@H]3COC)ccc2S1(=O)=O	4%	2	0%	-0.3	-6%	3%	-2%	15%
Cc1[nH]c2c(Br)cccc2c1[C@H]1[C@@H](CC#N)C1(C)C	12%	1	-14%	-0.1	-3%	9%	-17%	5%
COC(=O)[C@@]12C[C@@H](CC(=O)NCCCCc3ccccc3)C(=O)N(Cc3ccccc3)C1=CCC(C)(C)C2	-6%	14	1%	-0.6	-4%	8%	-7%	43%
COC1C(O)C(O)C(O)C(O)C1O (stereo not given)	-19%	1	-1%	0.9	4%	-4%	0%	-20%
COc1cccc(C2C3=C(N=C4SCC(=O)N42)c2ccccc2CC3)c1OC (stereo not given)	5%	0	15%	0.4	-11%	10%	-5%	?
CCOc1ccc(Cc2noc3c2C(=O)CC(C)(C)C3)cc1OCC	-4%	3	-11%	-2.1	-9%	-8%	-17%	4%
Cc1ccnc(NC(=O)CCNC(=O)c2ccc(Cl)cc2)c1	-15%	3	5%	2.7	2%	3%	6%	-2%
C=CCc1ccc(OCCCCOc2ccc(C(=O)O)cc2)c(OC)c1	-4%	6	-3%	1.1	-25%	-3%	-19%	26%

Next section:
molecule	EPAC1 ag	PI5P4Ka inh	EPAC1 antag	IL2 activator	WRN helicase inh	Abeta rescue	PLK1 PBD block	FUS suppressor
C[C@@H]1O[C@@H](OCCC(=O)O)[C@H](O)C[C@H]1O	-4%	4	7%	-0.8	0%	-11%	-7%	3%
Cc1ccc(NC(NC(=O)c2cccnc2)C(Cl)(Cl)Cl)cc1 (stereo not given)	-1%	5	-4%	-5.3	-24%	-7%	-9%	.
O=C(NC1CCCC1)NS(=O)(=O)c1ccccc1Cl	-5%	1	-16%	-1.4	7%	10%	-20%	-25%
O=C(NCC1CCCO1)c1nnc(Cc2ccc(F)cc2)o1 (stereo not given)	6%	1	-2%	-2.4	-4%	-39%[inhibitor]	-7%	-18%

Compound activity: PubChem, National Center for Advancing Translational Sciences (NCATS)
